Assay outcomes from PubChem BioAssay.
Diaphorase act – compounds boosting diaphorase resazurin reduction – biochemical, uHTS, resorufin fluorescence, counter-screen for diaphorase-coupled primary assays, primary screen; activation factor at 20 µM; 0.005% of 190,000 active; Diaphorase/resazurin coupled assay, 16 min; stronger effect = higher value; 1 = vehicle wells, 0 = NADH-free wells; AID 1229, 2008;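 active = diaphorase activity raised at least twofold by the compound at 20 µM; inactive = activation factor below 2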
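Material: purified diaphorase enzyme from Clostridium kluyveri / Medium: HEPES pH 7.4 buffer with MgCl2 and Tween 20 / Schedule: enzyme reaction of 16 min at room temperature / Measured by: resorufin fluorescence, excitation 544 nm, emission 590 nm / Evaluation: rise in resorufin formation, marking diaphorase activation or chemical reduction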
Diaphorase inh – diaphorase inhibitors and chemical oxidizers, primary screen, counter-screen for diaphorase-coupled primary assays, biochemical, uHTS, resorufin fluorescence; AID 1217, 2008; inhibition, % at 20 µM; 0.69% of 190,000 active; diaphorase resazurin-to-resorufin fluorescence, NADH, 16 min; bacterial (C. kluyveri) enzyme, not human;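 active = primary screen inhibition at 20 µM above a set limit, cut at about 50% in these data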;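 note: plate controls were DMSO with full reaction for no effect and wells lacking NADH for full effect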
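Test system: bacterial diaphorase enzyme (C. kluyveri); Quantity: 0.14 U/mL diaphorase, enzyme working solution; Times: reaction incubation of 16 min at room temperature; Measured by: fluorescence of resorufin formed from resazurin, Ex 544/Em 590 nm; Benchmarks: positive control minus NADH, DMSO neutral control.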
TR-FRET SRC-2 ct – TR-FRET signal artefacts, primary screen, artefact control for PPARgamma SRC-2 agonist project, biochemical. TR-FRET artefact counter-screen; stronger effect = higher value. TR-FRET ratio at 8 µM. 0.4% of 200,000 active; in the data active = TR-FRET ratio above about 2000; note: inactives centre near 1500
PPARg SRC-1 ag – PPARgamma agonists recruiting SRC-1 coactivator, primary screen, biochemical; activation, % at 8 µM; PPARgamma-SRC-1 coactivator recruitment biochemical assay; 0.41% of 200,000 active; AID 631, 2007; in the data active = activation above about 19%;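 note: 0% = DMSO and 100% = reference agonist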
Target sequence (P37231 whole entry, looked up): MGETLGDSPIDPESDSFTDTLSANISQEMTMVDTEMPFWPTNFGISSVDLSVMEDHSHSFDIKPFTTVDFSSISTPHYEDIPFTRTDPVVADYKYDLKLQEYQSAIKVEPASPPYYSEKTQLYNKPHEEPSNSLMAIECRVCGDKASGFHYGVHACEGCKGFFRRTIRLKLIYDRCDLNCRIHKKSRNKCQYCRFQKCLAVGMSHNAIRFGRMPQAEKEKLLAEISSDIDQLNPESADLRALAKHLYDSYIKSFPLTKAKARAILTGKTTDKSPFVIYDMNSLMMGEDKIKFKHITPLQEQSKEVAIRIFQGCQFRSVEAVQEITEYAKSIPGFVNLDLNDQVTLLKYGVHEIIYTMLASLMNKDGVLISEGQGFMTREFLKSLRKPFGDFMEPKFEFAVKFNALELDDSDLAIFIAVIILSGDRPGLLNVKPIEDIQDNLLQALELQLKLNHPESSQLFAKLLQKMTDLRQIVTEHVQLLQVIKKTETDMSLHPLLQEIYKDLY
G6PDH CS – L. mesenteroides G6PDH inhibitors, counter-screen for G6PDH-coupled screening assays, biochemical, Leuconostoc mesenteroides enzyme; Purified L. mesenteroides G6PDH, diaphorase/resazurin coupled fluorescence, 45 min; glucose-6-phosphate dehydrogenase [Leuconostoc mesenteroides]; 0.12% of 200,000 active; inhibition, % at 5 µM; AID 1020, 2008; in the data active = inhibition above about 50%
PMI act hi M6P – human PMI activators, high substrate, primary screen, biochemical, fluorescence intensity, near-saturating mannose 6-phosphate. Mannose-6-phosphate isomerase (Homo sapiens), P34949. coupled PMI enzyme assay, resazurin fluorescence, 20 min; stronger effect = higher value; 1 = untreated enzyme, 0 = substrate-free blank. activation factor at 20 µM. 0.34% of 190,000 active. AID 1216, 2008;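 active = activation factor of 2 or more at 20 µM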
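Test system: Human PMI in coupled enzyme assay | Input: 15 ng/mL PMI | Medium: HEPES-buffered pH 7.4 with magnesium and detergent | Compound: One concentration, 20 µM, in 1% DMSO | Incubation: Enzyme reaction with compound 20 min at room temperature | Detection: Diaphorase-driven resazurin-to-resorufin fluorescence, excitation 544, emission 590 nm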
ROMK primary – ROMK potassium channel modulators, primary screen, cell-based, thallium flux, MLSMR library | B-score at 10 µM | 2% of 130,000 active | AID 1918, 2009 | Tet-inducible ROMK, thallium flux fluorescence; actives lie on both sides;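 active = signal ratio slope over the read window, or its plate-corrected B-score, at least 3 SD from the plate mean, either direction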;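 note: B-score of the F/F0 ratio slope over 7 to 12 s after thallium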
PPARg SRC2 recr – agonists of PPARg-SRC-2 recruitment, primary screen, biochemical, HTS; Peroxisome proliferator-activated receptor gamma (Homo sapiens), P37231; PPARgamma LBD-SRC-2 recruitment; activation, % at 8 µM; 0.34% of 200,000 active; AID 1032, 2008; in the data active = activation above about 22%;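 note: 0% = vehicle and 100% = reference agonist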
PPARg SRC-3 ag – PPARgamma agonists recruiting SRC-3 coactivator, primary screen, biochemical | 0.26% of 200,000 active | biochemical PPARgamma/SRC-3 coactivator recruitment assay | Peroxisome proliferator-activated receptor gamma (Homo sapiens), P37231 | AID 731, 2007 | activation, % at 8 µM; in the data active = activation above about 23%;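 note: 0% = DMSO and 100% = reference agonist; some compounds past the cut are filed as inactive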
PMI act – activators of human PMI, primary screen, biochemical, fluorescence intensity, near-Km mannose 6-phosphate; Mannose-6-phosphate isomerase (Homo sapiens), P34949; purified human PMI, coupled resazurin fluorescence, 20 min; stronger effect = higher value; 1 = vehicle control, 0 substrate-free wells; activation factor at 20 µM; 0.005% of 190,000 active; AID 1214, 2008;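 active = activation factor of 2 or more at 20 µM, relative to plate controls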
S1P3 antag – S1P3 receptor antagonists, primary screen, cell-based; CHO S1P3 NFAT-BLA reporter, FRET fluorescence, antagonist mode; inhibition, % at 4.98 µM; 0.27% of 170,000 active; AID 485, 2006;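 active = inhibition above the plate cutoff, the mean inhibition of test wells on that plate plus 3 SD, cut at about 28% in these data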;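 note: cells challenged with S1P at its EC80 of 0.8 µM; blue over green emission ratio from cleaved BLA substrate after 4 h stimulation; 0% = S1P-stimulated wells and 100% = unstimulated DMSO-only wells; some compounds past the cut are filed as inactive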
Target sequence (Q99500 whole entry, looked up): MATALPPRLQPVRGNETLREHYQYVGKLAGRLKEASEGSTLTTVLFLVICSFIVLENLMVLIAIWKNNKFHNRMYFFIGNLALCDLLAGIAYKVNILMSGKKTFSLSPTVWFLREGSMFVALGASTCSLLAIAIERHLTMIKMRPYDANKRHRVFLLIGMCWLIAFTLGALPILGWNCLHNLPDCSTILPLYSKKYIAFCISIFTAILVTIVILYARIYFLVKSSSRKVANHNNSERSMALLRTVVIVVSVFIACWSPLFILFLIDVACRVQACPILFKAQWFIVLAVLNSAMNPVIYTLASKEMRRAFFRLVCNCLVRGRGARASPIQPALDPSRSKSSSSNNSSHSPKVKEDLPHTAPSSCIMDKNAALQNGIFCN
The depositor's hits bear a star; x = no result given.

Second line of a record – Diaphorase act	Diaphorase inh	TR-FRET SRC-2 ct	PPARg SRC-1 ag	G6PDH CS	PMI act hi M6P	ROMK primary	PPARg SRC2 recr	PPARg SRC-3 ag	PMI act	S1P3 antag
[1] CCOc1cc(/C=N/NC(=O)COc2nc(C)cc(COC)c2C#N)ccc1O
  0.8	16	1604	0	-10	0.8	0.11	8	1	0.8	-1
[2] COc1ccccc1C(=O)O/N=C(\N)c1ccc(Cl)cc1
  1	1	1394	-3	5	0.9	x	2	3	1	x
[3] COc1ccc(C(=O)C2CCCN(C(=O)c3ccccc3C(C)=O)C2)cc1F (centres undefined)
  1.1	-14	1589	12	10	1.1	-0.15	-6	2	1	-3
[4] CCOc1ccc(S(=O)(=O)N(C)c2ccc(OCC(=O)Nc3nccs3)cc2)cc1
  0.8	19	1702	4	1	0.9	0.071	-4	-1	0.9	-7
[5] O=C(c1ccc(Cl)cc1)N1CCC(O)(CSc2ccccc2)CC1
  0.8	20	1582	-1	-8	0.8	x	-1	7	0.8	x
[6] C=CCn1c(SCC(=O)OCc2ccccc2)nc2c1c(=O)n(C)c(=O)n2C
  1.1	-6	1449	-1	8	1.1	x	-2	-14	0.9	-7
[7] c1cc2c3c(cccc3c1)C(N1CCCCCC1)=N2
  0.9	10	1437	-3	-1	0.9	-2.1	4	0	0.8	x
[8] O=C(Nc1ccccc1)Nc1ncc([N+](=O)[O-])s1
  0.8	20	1622	4	1	1	-1.8	6	3	1.1	-8
[9] C/C(=C1/SC(=S)N(CCC(=O)O)C1=O)c1ccc(O)cc1
  0.8	17	1506	7	-6	1.1	x	6	0	1	x
[10] CCOC(=O)CSc1nc2sc3c(c2c(=O)n1CC)CC(C)(C)OC3
  0.9	7	1450	-2	15	1.1	0.86	-1	-12	1	x
[11] COc1ccc(C(O)c2nc3ccccc3n2C)cc1OC (centres undefined)
  0.8	23	1402	0	-2	0.9	-0.57	0	-4	0.9	5
[12] Cc1cc(C)cc(Oc2ccc(NC(=O)C3CC=CCC3C(=O)O)cc2)c1 (centres undefined)
  1.1	-11	1550	0	6	1	-0.56	-7	0	1.1	-24
[13] CCOC(=O)CSc1nnc(CNC(=O)Cc2ccccc2)n1C
  0.9	11	1599	-8	-2	1	x	9	-4	1	-19
[14] COc1ccc(COC(=O)C2=C(C)NC(=O)NC2c2ccc(O)c(OC)c2)cc1 (centres undefined)
  0.9	12	1391	1	-8	1	1.2	0	3	1	18
[15] CC(=O)c1c(C)nc(-c2ccc(Cl)cc2Cl)n1O
  0.9	14	1524	10	3	0.9	x	1	3	0.9	-6
[16] Cc1cccc(C)c1NC(=O)C1CC(=O)N(C(C)C)C1 (centres undefined)
  0.9	8	1489	2	2	1	0.5	2	6	1	-9
[17] CCCNC(=O)Cc1cc(=O)[nH]c(=O)[nH]1
  1.1	-7	1634	-1	23	1	x	3	8	0.9	-22
[18] O=C(c1ccc(Cl)cc1)c1cnc(-c2ccc(Cl)cc2)s1
  1	2	1525	8	2	1	x	-3	7	1	x
[19] CN(c1ccc(OCC(=O)OCC(=O)Nc2ccc(Br)cc2)cc1)S(=O)(=O)c1cccs1
  0.7	28	1527	4	0	0.8	-0.032	-4	-1	0.9	-2
[20] Clc1ncc(CN2CCN(Cc3ccccc3)CC2)s1
  0.9	13	1746	1	4	0.8	x	-10	-5	0.8	x

At a glance, part of the list above:
Second line of a record – Diaphorase act	Diaphorase inh	TR-FRET SRC-2 ct	PPARg SRC-1 ag	G6PDH CS	PMI act hi M6P	ROMK primary	PPARg SRC2 recr	PPARg SRC-3 ag	PMI act	S1P3 antag
[19] CN(c1ccc(OCC(=O)OCC(=O)Nc2ccc(Br)cc2)cc1)S(=O)(=O)c1cccs1
  0.7	28	1527	4	0	0.8	-0.032	-4	-1	0.9	-2
[20] Clc1ncc(CN2CCN(Cc3ccccc3)CC2)s1
  0.9	13	1746	1	4	0.8	x	-10	-5	0.8	x

Later entries
Second line of a record – Diaphorase act	Diaphorase inh	TR-FRET SRC-2 ct	PPARg SRC-1 ag	G6PDH CS	PMI act hi M6P	ROMK primary	PPARg SRC2 recr	PPARg SRC-3 ag	PMI act	S1P3 antag
[21] CC1(C)Cc2ccccc2C(CSc2ccccc2C(=O)O)=N1
  1.1	-9	1172	1	9	1.6	0.24	-7	1	1.5	-11
[22] CSCC[C@H](Nc1ncnc2sc(C)c(C)c12)C(=O)O
  0.8	21	1490	3	-3	1	0.28	10	4	1	x
[23] CC1(C(=O)O)CCC(C(=O)Nc2ccc3ccccc3c2)C1(C)C (centres undefined)
  0.9	10	1553	2	-3	1	2	10	1	0.9	x
[24] CC(C(=O)NCC1CCCCC1)N1CCN(S(=O)(=O)/C=C/c2ccccc2)CC1 (centres undefined)
  0.9	9	1590	6	10	1	-0.92	14	-2	0.9	-2
[25] O=C(NC(=S)Nc1ccccc1N1CCCC1)c1cccc(F)c1
  1.1	-6	1541	1	2	0.9	-0.017	-3	3	0.9	-2
[26] O=C(CSc1ccc(-c2cccc([N+](=O)[O-])c2)nn1)N1CCCC1
  1.1	-7	1611	4	-1	1.2	0.0056	1	-2	1.1	1
[27] CSc1nc(C2CC2)cc(-c2cccs2)c1C#N
  0.8	15	1516	5	5	0.8	x	-4	-4	0.8	-42
[28] CC(=O)Nc1ccc(S(=O)(=O)Nc2nc3ccccc3nc2N2CCCCCC2)cc1
  0.9	12	1397	-3	6	1	x	-11	0	0.9	x
[29] CC(=O)/C(=C/N(C)C)Sc1ccc(C)cc1
  0.8	22	1433	4	4	1	0.26	-5	3	0.9	x
[30] CCOC(=O)c1cnn(-c2ncnc3sc(CC)cc23)c1N
  0.9	14	1623	-2	9	1	x	8	7	1	x
[31] Cc1cc(C)c(NC(=O)Cn2nnc(C(=O)NCc3ccco3)c2N)c(C)c1
  1	2	1524	6	2	1	1.1	-1	3	0.9	4
[32] O=C(CSc1nnc(NC(=O)CN2CCOCC2)s1)Nc1ccccc1
  1.1	-7	1628	2	4	1.1	x	10	3	1	-21
[33] CCOC(=O)COc1ccc(/C=C2\NC(=S)N(CC)C2=O)cc1
  0.9	12	3635*	-6	17	1	-0.8	94*	0	1.1	2
[34] CC(C)N1C(=O)CC(Nc2cccc3cccc(N)c23)C1=O (centres undefined)
  0.5	52*	1603	14	2	0.4	x	2	1	0.7	24
[35] CCOc1ccc(/C=N/n2cnnc2)cc1
  0.8	18	1391	12	-6	0.9	x	3	0	0.2	-20
[36] O=C(Cc1csc(N2CCOCC2)n1)N/N=C/c1cccc(O)c1
  0.9	14	1691	0	-2	0.9	-2.1	2	-1	1	x
[37] Cc1ccc2oc(=O)c3cnn(CC(=O)N(CCC(C)C)Cc4ccco4)c3c2c1
  0.8	24	1691	9	-11	1	x	-4	9	1	-13
[38] CCCc1nnc(SCC(=O)N2CCCCC2C)n1CCOC (centres undefined)
  0.8	15	1568	1	9	1	0.91	4	3	1	-1
[39] CC(=O)Nc1c(N)c2ccccc2oc1=O
  1	-3	1605	4	3	1.1	-0.6	-7	-1	1.1	-6
[40] COc1ccc(/C=C/C(=O)OCn2c(SC)nnc(C)c2=O)cc1OC
  1	3	1425	-2	6	1	1	-8	5	1	-7
[41] CCN(CC)Cc1nc2sc(C)c(C)c2c(=O)[nH]1
  1	4	1601	6	-2	1	-0.33	4	2	1	3
[42] CCn1cc(C(=O)OCC(=O)c2cc(C)n(-c3cccc(C(F)(F)F)c3)c2C)c(=O)c2ccc(C)nc21
  0.8	21	1495	0	9	1.1	-1.7	6	2	1.1	3
[43] CCOC(=O)C1CCCN(C(=O)c2ccc(OC)c([N+](=O)[O-])c2)C1 (centres undefined)
  1.1	-8	1626	-4	8	1	0.82	1	-3	1	-3
[44] COC(=O)c1[nH]c2cccc(OC)c2c1NC(=O)CN1CCN(c2cccc(OC)c2)C(C)C1 (centres undefined)
  0.8	20	1601	0	-26	0.9	0.75	11	8	0.9	-48
[45] NC(=O)c1cnn2c1NC(c1ccc(F)cc1)CC2C(F)(F)F (centres undefined)
  0.9	10	1582	3	1	0.9	0.28	6	2	0.9	-5
[46] C#CCNC(=O)C1=C[C@@H](c2coc3ccccc3c2=O)C[C@@H](OCCCCO)O1
  0.8	22	1714	10	6	0.9	x	5	2	1	-22
[47] O=c1c([N+](=O)[O-])cc(C(F)(F)F)cn1Cc1cccc(Cl)c1
  0.9	9	1600	6	13	0.9	x	4	3	0.9	x

An unsorted share of the library. Share with any hit: about 3.3%.
